Assay outcomes from PubChem.
IL-1B inflam inh: inflammasome signaling inhibition, IL-1 beta readout; THP-1 LPS/ATP IL-1B secretion, AlphaLISA, 16 h; hits give low values; activity change, % at 57.5 µM; actives 4.7% (n = 360,000); AID 743279; in the data active = activity change below about -50%; inconclusive = mostly about -30% to -49%; note: % is set by controls: 0 for no effect and ±100 for the full control effect
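Secreted IL-1B measured by AlphaLISA bead assay after 16 h compound exposure of THP-1 cells; compounds (final up to 57.5 uM) added 1 h before LPS (250 ng/mL) and ATP (1.25 mM) stimulation; lower signal means less secretion.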
HT1080 IDH1KD tx: toxicity to HT-1080 IDH1 knockdown cells (counter line). HT-1080 IDH1 knockdown viability, ATP luminescence, 48 h. Potency, µM (highest dose often 46.1 µM), for inactives: at the top dose activity, negative = toxicity, hits mostly cytotoxic. actives 2% (n = 360,000). AID 686971;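 note: potency is the fitted concentration of half-maximal effect; 0% = DMSO wells and -100% = cell-free medium wells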
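Assay cells: HT-1080 with IDH1 knockdown, 750 per well, RPMI/5% FBS. Exposure: 48 h at 37 °C following 2 h pre-incubation. Read: CellTiter-Glo luminescence; fitted concentration-response, curve class assigned.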
KB-3-1 cytotox: KB-3-1 parental cell cytotoxicity | KB-3-1 viability, CellTiter-Glo ATP luminescence, 72 h | Potency, µM (doses to about 46.1 µM), for inactives: at the top dose activity change, negative = cytotoxic, most hits filed as cytotoxic | actives 1.4% (n = 400,000) | AID 1347075; note: potency is the fitted concentration of half-maximal effect; % is set by controls: 0 for no effect and ±100 for the full control effect; nearly all actives have a fitted effect of over 60% in size
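Multi-concentration cytotoxicity screen in KB-3-1 cells grown in DMEM lacking phenol red with 10% FBS. After 72 h at 37 °C with compound, ATP-dependent luminescence was recorded.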
WRN inhibitor: blocks human WRN helicase. Q14191. WRN helicase unwinding, fluorescent forked duplex, kinetic. Potency, µM (titrated, usually from 114 µM), without a hit: top-dose activity change, negative = inhibition, most hits filed as inhibitors. actives 0.46% (n = 360,000). AID 651768; note: potency is the fitted concentration of half-maximal effect; % is set by controls: 0 for no effect and ±100 for the full control effect; nearly all actives have a fitted effect of over 55% in size
Target sequence (Q14191 whole entry, looked up): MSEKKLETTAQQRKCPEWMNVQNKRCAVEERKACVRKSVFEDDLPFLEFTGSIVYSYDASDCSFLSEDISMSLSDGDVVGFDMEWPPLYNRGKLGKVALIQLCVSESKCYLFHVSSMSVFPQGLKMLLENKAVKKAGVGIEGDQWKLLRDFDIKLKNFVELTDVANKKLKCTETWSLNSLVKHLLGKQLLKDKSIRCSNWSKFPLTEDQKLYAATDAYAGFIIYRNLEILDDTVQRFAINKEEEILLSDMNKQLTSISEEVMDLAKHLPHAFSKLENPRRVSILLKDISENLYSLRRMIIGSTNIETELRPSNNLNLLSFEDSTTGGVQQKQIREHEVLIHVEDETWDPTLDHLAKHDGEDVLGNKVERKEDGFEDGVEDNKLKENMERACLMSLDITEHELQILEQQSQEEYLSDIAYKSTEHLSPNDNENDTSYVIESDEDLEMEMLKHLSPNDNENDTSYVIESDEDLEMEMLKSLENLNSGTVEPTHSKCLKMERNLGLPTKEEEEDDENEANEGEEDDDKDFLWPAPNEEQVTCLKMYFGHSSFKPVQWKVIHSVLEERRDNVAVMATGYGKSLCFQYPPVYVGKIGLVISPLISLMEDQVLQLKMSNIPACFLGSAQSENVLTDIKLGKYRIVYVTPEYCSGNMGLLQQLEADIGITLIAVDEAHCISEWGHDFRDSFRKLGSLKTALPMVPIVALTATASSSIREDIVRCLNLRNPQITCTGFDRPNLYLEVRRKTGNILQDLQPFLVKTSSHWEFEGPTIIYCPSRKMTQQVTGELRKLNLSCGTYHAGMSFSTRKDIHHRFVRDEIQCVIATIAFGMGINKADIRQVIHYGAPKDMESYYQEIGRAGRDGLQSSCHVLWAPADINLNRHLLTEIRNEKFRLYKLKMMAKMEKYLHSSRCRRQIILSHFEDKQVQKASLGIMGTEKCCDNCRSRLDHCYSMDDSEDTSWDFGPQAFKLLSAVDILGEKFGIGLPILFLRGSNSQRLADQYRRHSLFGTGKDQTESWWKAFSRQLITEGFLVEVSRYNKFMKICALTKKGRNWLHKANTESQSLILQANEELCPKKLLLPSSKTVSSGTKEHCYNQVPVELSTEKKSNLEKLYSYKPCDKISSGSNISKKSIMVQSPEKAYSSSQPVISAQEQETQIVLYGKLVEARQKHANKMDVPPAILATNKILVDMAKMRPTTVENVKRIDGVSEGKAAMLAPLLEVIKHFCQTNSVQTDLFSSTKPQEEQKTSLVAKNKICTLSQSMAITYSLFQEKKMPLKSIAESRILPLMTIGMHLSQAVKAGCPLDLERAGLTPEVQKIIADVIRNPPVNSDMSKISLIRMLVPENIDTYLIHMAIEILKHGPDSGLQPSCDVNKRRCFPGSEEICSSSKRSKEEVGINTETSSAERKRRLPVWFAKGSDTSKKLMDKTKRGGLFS
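WRN at 20 nM final preincubated with compound 15 min at room temperature; reaction started with 100 nM fluorophore/quencher forked duplex oligonucleotide and 2 mM ATP final. Unwinding followed kinetically by red fluorescence (ex 525, em 598 nm).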
HT1080NT lethal: kills 2HG-producing HT-1080-NT fibrosarcoma cells; Potency, µM (doses to about 46.1 µM), without a hit: at the highest dose activity, negative = less viability, hits mostly cytotoxic; actives 1.6% (n = 360,000); HT-1080-NT fibrosarcoma viability, CellTiter-Glo ATP luminescence, 48 h; AID 686970;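 note: NT is the 2HG producing partner of a matched IDH1 knockdown line; potency is the fitted concentration of half-maximal effect; 0% = DMSO-treated cells and -100% = media-only wells without cells; nearly all actives have a fitted effect of over 55% in size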
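HT-1080-NT fibrosarcoma cells (2HG-overproducing), 750 cells/well in RPMI with 5% FBS, dosed after 2 h and incubated 48 h at 37C. CellTiter-Glo luminescence normalized to DMSO and no-cell wells; concentration-response curves fitted and classed.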
SW480 rerep: induces DNA re-replication in SW480 colon adenocarcinoma cells; SW480 DNA re-replication, Hoechst DNA content imaging, 48 h; Potency, µM (doses to about 46.1 µM), for the others: top-dose re-replication activation, actives largely listed as activators; actives 1.8% (n = 340,000); AID 624297; note: potency is the fitted concentration of half-maximal effect; % of control where 0% means no effect; nearly all actives have a fitted effect of over 55% in size
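Readout is total intensity of Hoechst-stained nuclei, excited at 405 nm and collected at 500-530 nm. Compound treatment lasted 48 hr at 37 C in 5% CO2 before staining.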
MCF10A rerep: DNA re-replication induction in MCF 10a cells | MCF 10A DNA re-replication, Hoechst nuclear intensity, 48 h | actives 2.9% (n = 350,000) | Potency, µM (titrated, usually from 46.1 µM), without a hit: at the top dose activity, positive = re-replication, usual class: activators; note: potency is the fitted concentration of half-maximal effect; % of control where 0% means no effect; nearly all actives have a fitted effect of over 50% in size
ATXN2 expr inh: ATXN2 expression inhibition | AID 1745845 | HEK-293 ATXN2-luciferase reporter, luminescence, 24 h | actives 0.72% (n = 360,000) | Potency, µM (top dose mostly 57 µM), for the others: top-dose activity change, negative = inhibition, hits mostly inhibitors; note: potency is the fitted concentration of half-maximal effect; % is set by controls: 0 for no effect and ±100 for the full control effect; nearly all actives have a fitted effect of over 55% in size
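qHTS (up to 57 uM final) was run with 24 h compound exposure of reporter cells at 37 °C. Each well was multiplexed: SteadyGlo luminescence measured ATXN2-luciferase expression after a fluorogenic Gly-Phe-AFC viability readout (25 uM final).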
KB-V1 cytotox: kills drug-selected multidrug resistant KB-V1 cells. Potency, µM (titrated, usually from 46.1 µM), inactives show at the top dose activity change, negative = cytotoxicity, hits mostly cytotoxic. KB-V1 MDR cells viability, CellTiter-Glo, 72 h. actives 3.4% (n = 400,000); note: potency is the fitted concentration of half-maximal effect; % is set by controls: 0 for no effect and ±100 for the full control effect; nearly all actives have a fitted effect of over 60% in size
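Cells of the MDR subline KB-V1 are plated, dosed with compound at multiple concentrations, and incubated 72 h at 37 degrees C; CellTiter-Glo is then added and luminescence read after 10 min.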
Starred values were filed as active, the others as inactive; i = inactive; ? = inconclusive; nt = no result given; [ ] = another dose, or the depositor's remark. Unless noted, calls come from the whole dose curve; as a rule, active = well fitted curve in the direction sought with a large enough effect; inconclusive = small, poorly fitted or top-dose-only effect, or another doubt; inactive = no such curve, though single readings can be large; an effect the other way counts as inactive or inconclusive.

The line under a structure holds: WRN inhibitor	HT1080 IDH1KD tx	ATXN2 expr inh	MCF10A rerep	HT1080NT lethal	KB-3-1 cytotox	IL-1B inflam inh	KB-V1 cytotox	SW480 rerep
> COc1ccc(S(=O)(=O)N(C)C[C@H]2OCc3cnnn3CCCC(=O)N([C@H](C)CO)C[C@@H]2C)cc1
    2.0%	0.0%	0.8%	nt	-2.5%	-5.9%	-6.0	-2.8%	nt
> CCCn1c(N)nc2ccccc21
    2.5%	7.7%	31.6%	-1.0%	9.4%	8.9%	1.9	16.9%	1.3%
> O=C(Cn1c(NCCO)nc2ccccc21)c1cccs1
    -10.4%	-4.1%	3.4%	2.2%	-7.2%	-3.9%	-16.1	22.2%	-6.8%
> O=C1CC(N2CCCCCC2)C(=O)N1c1ccc(F)cc1 (stereo not drawn)
    14.1%	-10.6%	nt	13µM*	0.5%	14.4%	-17.6	?	?
> O=C(COC(=O)c1ccc(F)cc1F)Nc1ccc(Cl)cn1
    -1.6%	-0.7%	2.1%	-0.6%	4.6%[9.24 µM]	-0.5%	2.7	?	-19.0%
> CC(C)n1c(=NC(=O)c2ccco2)c(C#N)cc2c(=O)n3ccccc3cc21
    -27.6%	?	-21.6%	8.91µM*	-23.3%	?	36.7	-27.5%	13µM*
> COc1ccccc1N(C)S(=O)(=O)c1ccc(C(=O)Nc2cccc(Br)c2)cc1
    -1.1%	-0.3%	-11.1%	?	-21.0%	?	-59.9*	?	?
> O=C(O)c1cc(O)c2c(c1)[C@H]([C@H]1c3cc(C(=O)O)cc(O)c3C(=O)c3c(O[C@@H]4O[C@H](CO)[C@@H](O)[C@H](O)[C@H]4O)cccc31)c1cccc(OC3O[C@H](CO)[C@@H](O)[C@H](O)[C@H]3O)c1C2=O (stereo partly drawn)
    3.98µM*	?	-25.9%	-38.8%[inhibitor]	-18.6%	0.0%	12.6	2.3%	-8.9%
> O=S1(=O)CC(N2CCN(CC3CC3)CC2)CN1Cc1ccccc1 (stereo not drawn)
    0.4%	12.5%	-12.2%	nt	27.7%	0.1%	0.0	0.0%	nt
> O=C(O)c1ccc2c3c(cccc13)C(=O)N(c1cccc3ccccc13)C2=O
    -1.4%	0.2%	-29.4%	-7.9%	-13.2%	17.7%	-27.3	-7.7%	-5.8%
> CCCCOC(=O)c1[nH]c2c(c1C)C(=O)CC(c1cc(OC)c(OC)c(OC)c1)C2 (stereo not drawn)
    0.3%	-19.6%	?	22.5%	-2.8%	-17.5%	4.2	-10.8%	1.7%
> N#CC1(Nc2cccc(Br)c2)C(=O)Nc2ccccc21 (stereo not drawn)
    -31.2%	-10.1%	-30.4%	1.8%	-20.9%	-0.6%	-2.9	16.3%	-10.1%
> C[C@@H]1CN([C@@H](C)CO)C(=O)CCCn2nncc2CO[C@@H]1CN(C)C(=O)Nc1ccc(N2CCN(C)CC2)cc1
    12.9%	5.4%	7.5%	nt	2.8%	-5.1%	4.9	-4.9%	nt
> CSc1nsc(SCC(=O)NC2CCCCC2)n1
    -3.8%	-0.7%	55.3%[activator]	7.7%	1.9%	7.7%	25.8	12.5%	-5.2%
> CCOc1ccc(CN2CCNC(=O)C2CC(=O)NC2CCOCC2)cc1 (stereo not drawn)
    ?	13.6%	-4.9%	-0.4%	1.8%	22.9%	-0.2	?	-12.5%
> Cc1ccc(SCC(=O)Nc2ccc(N3CCN(c4ccccc4)CC3)c(F)c2)cc1
    -6.0%	1.6%	-13.0%	3.7%	-2.2%	6.4%	19.8	10.4%	0.3%
> COc1ccccc1CNC(=O)COC(=O)CCC(=O)c1cccs1
    2.5%	17.8%	-13.6%	-7.4%	10.1%	-3.6%	22.4	2.6%	-11.7%
> CCOC(=O)c1sc(=S)n(C)c1NC(=O)c1cccc(Br)c1
    ?	?	?	?	?	?	-12.5	-25.0%	-2.6%
> COc1ccccc1NS(=O)(=O)c1ccc2oc(N)nc2c1
    0.8%[57.1 µM]	-16.6%	3.2%	?	7.3%	-1.4%	8.8	-5.5%	1.8%
> O=C(NC1CCCCC1)C(c1cccs1)N(C(=O)Cc1c[nH]c2ccccc12)c1ccc(F)cc1 (stereo not drawn)
    -3.3%	1.5%	nt	0.5%	-0.8%	16.3%	10.2	3.9%	-0.1%
> O=C(NNS(=O)(=O)c1ccc(F)cc1)c1ccccc1F
    -0.4%	7.5%	0.1%	-1.1%	2.3%	18.8%	28.8	0.0%	18.4µM*
> COc1cc(S(=O)(=O)Nc2ccc(C)cc2)ccc1N=Cc1c(C)[nH]n(-c2ccc(C)cc2)c1=O
    -14.5%	?	-24.7%	-0.9%	?	?	-6.8	?	-6.0%
> CCN1CCN(c2ccc(S(=O)(=O)N3CCCCC3)cc2NC(=O)c2cccc(Cl)c2)CC1
    6.3%	-13.1%	-24.3%	31.2%	?	0.5%	?	13.9%	-294.5%[inhibitor]
> O=C(O)c1ccc(Oc2ccccc2)o1
    -2.9%	0.6%	-29.8%	-1.8%	-0.4%	11.7%	5.8	3.3%	-5.2%
> CC1CN(C(=O)CNC(=O)COc2ccccc2)CC(C)O1 (stereo not drawn)
    -4.7%	0.0%	4.0%	2.0%	2.6%	-0.2%	0.0	3.5%	-27.4%
> COc1ccccc1/C=C/CN1CCNC(=O)C1CC(=O)NCCc1cnccn1 (stereo not drawn)
    -8.4%	-2.9%	-4.7%	1.7%	-10.3%	24.5%	i	-5.4%	-35.9%[inhibitor]
> O=S(=O)(Nc1nccs1)c1ccc(NCc2cc(Br)cc(Br)c2O)cc1
    -16.6%	-2.9%	nt	1.0%	0.0%	0.0%	-10.5	0.0%	-3.5%
> O=C(c1ccc(CNS(=O)(=O)c2cccc(C(F)(F)F)c2)cc1)N1CCOCC1
    3.8%	-5.7%	-3.0%	-6.6%	0.0%	4.3%	-6.0	13µM*	-3.2%
> CC(NC(c1ccccc1)c1ccccc1)C(=O)N1CCCc2ccccc21 (stereo not drawn)
    -10.6%	-16.4%	-10.8%	?	-17.4%	18.4µM*	-5.3	13µM*	-2.3%
> CC(C)(C)[C@H]1COC(=O)[C@H](NC(=O)OCC2c3ccccc3-c3ccccc32)C/C=C\C[C@@H](CC(=O)N(CCO)Cc2ccccc2)C(=O)N1
    ?	-17.2%	-11.4%	?	?	1.7%	-27.1	57.7%	12.3%
> CCn1c(SCC(=O)n2c(C)c(C)c3ccccc32)nnc1-c1ccco1
    -3.5%	2.8%	-24.0%	?	-9.5%	-0.7%	-3.6	0.0%	6.1%
> CS(=O)(=O)c1ccc2nc(NC(=O)c3ccc(S(=O)(=O)NCC4CCCO4)cc3)sc2c1 (stereo not drawn)
    -4.4%	-9.3%	2.6%	-15.7%	0.8%	14.4%	47.2	18.8%	-4.0%
> N#CCC(CNc1ncc(C(F)(F)F)cc1Cl)OC(=O)c1cccc(C(F)(F)F)c1 (stereo not drawn)
    -9.9%	4.0%	-8.4%	5.1%	2.0%	-0.2%	-28.4	-0.7%	-1.5%
> CNCC(=O)Nc1ccc(OC(F)(F)F)cc1
    0.0%	-10.0%	-4.9%	-0.3%	-10.6%	-1.9%	8.1	5.2%	-0.9%
> Cc1nn(CC(=O)N2CCC(C(N)=O)CC2)c(=O)c2nn(-c3ccccc3)c(C)c12
    -3.6%	7.6%	9.4%	2.5%	-0.8%	-5.7%	36.4	?	16.3%
> CCS(=O)(=O)Nc1cccc(C2=NN(S(=O)(=O)c3ccc(C)cc3)C(c3cccs3)C2)c1 (stereo not drawn)
    -12.3%	-14.5%	0.3%	4.2%	-2.9%	1.4%	-21.1	?	7.5%
> CC(C)c1nnc(NC(=O)c2cc3cc(Br)ccc3oc2=O)s1
    -19.0%	11.7%	15.9%	?	23.6%	1.4%	7.4	23.0%	?
> O=C(Nc1cccc(S(=O)(=O)N2CCCCC2)c1)c1ccccc1NS(=O)(=O)c1ccc(F)cc1
    -18.3%	23.1µM*	-15.8%	?	?	?	0.0	20.6µM*	?
> COc1cccc(OC)c1NC(=O)C1CCCN1C(=O)Nc1cccc(Cl)c1 (stereo not drawn)
    3.6%	-2.5%	-9.8%	-17.5%	2.2%	-2.4%	33.3	-1.9%	-20.0%
> COC(=O)c1ccc(NC(=O)CSc2nc(C)cc(=O)[nH]2)cc1
    -0.4%	8.0%	1.6%	302.6%[0.0737 µM]	-0.3%	15.1%	12.9	0.0%	-6.3%
> CC1CCN(C(=O)C2CCC(=O)N(Cc3ccc(Cl)cc3)C2)CC1 (stereo not drawn)
    -2.9%	-1.2%	1.2%	7.2%	-3.9%	7.5%	10.4	2.7%	14.0%
> Cc1ccc(S(=O)(=O)Nc2cccc(-n3cnnn3)c2)cc1C(=O)O
    -0.6%	11.5%	nt	-1.1%	3.8%	?	5.6	6.5%	-10.9%
> COc1ccccc1C(=O)OCC(=O)c1ccc(CNC(C)=O)s1
    -1.8%	-0.3%	nt	-2.2%	18.4%	4.4%	6.4	17.1%	-1.1%
> COCCNC(=O)CSc1nc2scc(-c3ccccc3)c2c(=O)[nH]1
    -7.4%	-4.7%	nt	-4.3%	3.5%	0.0%	-2.2	-18.9%	?
> COC(=O)c1ccc(CNC(=O)CN2C(=O)NC(Cc3ccccc3)(c3ccccc3)C2=O)cc1 (stereo not drawn)
    -7.3%	-6.4%	nt	nt	-11.9%	-0.5%	?	-3.4%	nt

Hits appear at their usual frequency; about 12% have a hit in one of these screens.
